Rab9 prom act: activators of Rab9 promoter; Huh7 Rab9 promoter-luciferase reporter, luminescence, 24 h; AID 485297; Potency, µM (series often up to 9.22 µM), inactives show at the highest dose activation, negative = inhibition, actives largely listed as activators; actives 2.8% (n = 320,000); also: % of control where 0% means no effect; nearly all actives have a fitted effect of over 60% in size
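Rab9 promoter-driven luciferase in stably transfected Huh7 cells; 1500 cells/well rested 2 h, exposed to compound in DMSO for 24 h at 37 °C, 5% CO2. Luminescence read 10 min after adding luciferase reagent at ambient temperature.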
p53 reactivator: re-activators of mutant p53 | Potency, µM (titrated, usually from 92.2 µM), for the others: at the top dose activity change, positive = activation, hits mostly activators | actives 0.063% (n = 320,000) | H1299 p53-A138V BP100-luciferase reporter, luminescence, 24 h; also: % of control where 0% means no effect; nearly all actives have a fitted effect of over 45% in size
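H1299 (p53-null), stable ts p53-A138V + BP100-Luc; 1000 cells/well, Opti-MEM/10% FBS; cpd 4 pt, 1:5; 24 h, 37 deg C, 5% CO2; detection reagent 10 min RT; luminescence.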
FLuc modulator: counter-screen for miR-21 project: firefly luciferase inhibitors or activators; actives 6.9% (n = 360,000); AID 588342; purified FLuc, Km substrates, luminescence inhibition; Potency, µM (series often up to 57.5 µM), for the others: at the highest dose activity change, negative = inhibition, most hits filed as inhibitors; P08659;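 also: plate controls were vehicle for no effect and reference inhibitor for full effect; nearly all actives have a fitted effect of over 55% in size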
Target sequence (P08659 whole entry, looked up): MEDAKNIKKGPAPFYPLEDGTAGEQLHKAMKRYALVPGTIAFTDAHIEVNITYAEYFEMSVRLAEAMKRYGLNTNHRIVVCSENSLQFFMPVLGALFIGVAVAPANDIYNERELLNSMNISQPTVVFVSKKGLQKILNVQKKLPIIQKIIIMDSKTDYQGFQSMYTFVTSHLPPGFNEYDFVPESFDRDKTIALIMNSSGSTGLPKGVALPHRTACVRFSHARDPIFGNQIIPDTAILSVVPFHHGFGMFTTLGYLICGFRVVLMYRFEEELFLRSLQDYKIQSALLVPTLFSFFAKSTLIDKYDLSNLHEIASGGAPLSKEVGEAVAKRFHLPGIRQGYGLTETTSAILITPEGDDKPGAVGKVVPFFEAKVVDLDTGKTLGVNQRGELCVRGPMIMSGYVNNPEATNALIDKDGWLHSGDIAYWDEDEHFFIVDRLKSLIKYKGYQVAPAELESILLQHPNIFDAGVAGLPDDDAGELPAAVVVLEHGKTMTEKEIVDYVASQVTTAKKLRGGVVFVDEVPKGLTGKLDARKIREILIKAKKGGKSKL
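Purified P. pyralis luciferase, 10 nM final, with Km-level 10 uM D-luciferin and 10 uM ATP in 50 mM Tris acetate pH 7.5, 10 mM Mg acetate, 0.01% Tween-20, 0.05% BSA; 6-point qHTS titration about 60 µM downward; luminescence read.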
ELG1 genotox: induces genotoxicity in HEK293T cells with luciferase-tagged ELG1. HEK293T ELG1-luciferase reporter, luminescence, 16 h. Potency, µM (titrated, usually from 46 µM), inactives show at the highest dose activity change, positive = activation, actives largely listed as activators. actives 1.3% (n = 330,000). AID 504466; also: % of control where 0% means no effect; nearly all actives have a fitted effect of over 60% in size
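Screening used a luciferase reporter fused to human ELG1 in HEK293T cells. Luminescence was read on a CCD plate imager after 16 hr exposure and 30 min ONE-Glo incubation.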
BRCA1 expr up: activators of BRCA1 expression; actives 1.1% (n = 380,000); MCF7-BRCA1-FFLuc reporter, luminescence, 48 h; response scale: scaled: vehicle 0%, 10 µM genistein 100%; Potency, µM (titrated, usually from 46.1 µM), without a hit: top-dose activation, actives largely listed as activators; AID 624202; also: nearly all actives have a fitted effect of over 80% in size; some results filed as inactive show a strong effect at the top dose
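MCF7-BRCA1-FFLuc cells, 2000/well in phenol-red-free MEM, attached 2 h then treated 48 h at 37 C. Luciferase luminescence read 15 min after reagent; normalized to genistein maximum activation (10microM) and DMSO, concentration-response fitted.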
Gal4-VP16 FLuc: counter-screen for ROR gamma inhibitors: Gal4-VP16 reporter. Potency, µM (highest dose often 53.6 µM), inactives show top-dose activity, negative = inhibition, actives largely listed as inhibitors. Drosophila S2 Gal4-VP16 UAS-luciferase, luminescence, 20 h. actives 3.5% (n = 310,000). AID 2546;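 also: Gal4-VP16 expression switched on by copper sulfate through the metallothionein promoter; % is scaled to controls: 0 for no effect and ±100 for the full control effect; nearly all actives have a fitted effect of over 50% in size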
NPC1 prom act: activators of NPC1 promoter; Huh7 NPC1 promoter luciferase reporter, 24 h; Potency, µM (highest dose often 9.22 µM), inactives show at the highest dose activation, usual class: activators; actives 2.4% (n = 320,000); AID 485313;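 also: % of control where 0% means no effect; nearly all actives have a fitted effect of over 60% in size; reporter is driven by a mutant NPC1 promoter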
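Huh7 reporter cells (NPC1 promoter driving luciferase) are dosed with compound for 24 h at 37 °C, 5% CO2; luciferase detection reagent is then added and luminescence measured after 10 min at ambient temperature.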
RORgamma inh: inhibitors of mouse ROR gamma transcriptional activity. P51450. Drosophila S2 Gal4-RORgamma UAS-luciferase reporter, 20 h. Potency, µM (highest dose often 53.6 µM), without a hit: at the highest dose activity change, negative = inhibition, hits mostly inhibitors. actives 5.4% (n = 310,000); also: % is scaled to controls: 0 for no effect and ±100 for the full control effect; nearly all actives have a fitted effect of over 60% in size
Target sequence (P51450 whole entry, looked up, the tested form may be a part): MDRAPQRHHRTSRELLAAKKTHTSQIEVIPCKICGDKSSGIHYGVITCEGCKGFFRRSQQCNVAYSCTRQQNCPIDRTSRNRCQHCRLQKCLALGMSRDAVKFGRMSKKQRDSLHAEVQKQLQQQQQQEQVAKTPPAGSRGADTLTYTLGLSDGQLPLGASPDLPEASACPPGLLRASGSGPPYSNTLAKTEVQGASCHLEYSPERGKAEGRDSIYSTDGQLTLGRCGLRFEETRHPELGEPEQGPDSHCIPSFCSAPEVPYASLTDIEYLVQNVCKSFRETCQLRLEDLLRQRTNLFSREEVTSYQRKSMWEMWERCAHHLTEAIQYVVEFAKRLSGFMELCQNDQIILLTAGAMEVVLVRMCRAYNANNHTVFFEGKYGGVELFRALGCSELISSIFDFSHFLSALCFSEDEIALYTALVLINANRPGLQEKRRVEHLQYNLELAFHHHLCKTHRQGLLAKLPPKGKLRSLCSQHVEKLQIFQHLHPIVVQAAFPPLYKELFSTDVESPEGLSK
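Compounds are pin-transferred onto Drosophila Schneider cells expressing a copper-inducible Gal4–ROR gamma transactivation domain fusion. After 1 hr, copper sulfate is added to 700 uM final; luciferase is read 20 hr later.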
uPA generation: blocks generation of uPA at the cell surface; cell surface uPA generation assay, qHTS; Potency, µM (highest dose often 38.3 µM), inactives show at the highest dose activity change, negative = inhibition, hits mostly inhibitors; actives 0.31% (n = 330,000); active = well fitted inhibition curve with a large enough effect; inconclusive = small, poorly fitted or top-dose-only effect; inactive = no such curve, though single readings can be large or run the other way; tested in mouse RAW 264.7 cells; also: % is scaled to controls: 0 for no effect and ±100 for the full control effect; nearly all actives have a fitted effect of over 55% in size
MBNL1 CUG block: inhibitors of human MBNL1 binding to CUG repeat RNA; Q9NR56; TR-FRET MBNL1-His/biotin-(CUG)12 binding, 665/545 ratio; Potency, µM (doses to about 57.5 µM), for the others: at the highest dose activity change, negative = inhibition, usual class: inhibitors; actives 0.036% (n = 280,000); active = well fitted inhibition curve with a large enough effect in the signal ratio, with a control signal flat, not every such curve was filed as active; inconclusive = small, poorly fitted or top-dose-only effect, or effect the other way, or a change in a side signal; inactive = no such curve, though single readings can be large or run the other way; the % refers to the signal ratio; also: % is scaled to controls: 0 for no effect and ±100 for the full control effect
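TR-FRET between His-tagged MBNL1 and biotin-(CUG)12 RNA, detected with Tb anti-His antibody (0.055 ng/ul) and streptavidin-XL665 (5 nM), 60 min at room temperature. Compounds titrated 92 nM to 58 uM; 665/545 nm ratio normalized to buffer and complex controls.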
Active calls of the source: *; & = joins results of further samples. Unless noted, calls follow the shape of the dose curve; as a rule, active = well fitted curve in the direction sought with a large enough effect; inconclusive = small, poorly fitted or top-dose-only effect, or another doubt; inactive = no such curve, though single readings can be large; an effect the other way counts as inactive or inconclusive. Potency is read from the fitted curve at half-maximal effect.

Results for COC(=O)c1cc(S(=O)(=O)N2CCCC2)c(Cl)cc1Cl ?
Rab9 prom act: -6%; FLuc modulator: 3%; ELG1 genotox: 1%; BRCA1 expr up: -38%; Gal4-VP16 FLuc: 17%; NPC1 prom act: -2%; RORgamma inh: -7%; uPA generation: 3%; MBNL1 CUG block: 7%

Results for N#Cc1ccccc1OCC(=O)C1CC1 ?
Rab9 prom act: 9%; p53 reactivator: 7%; FLuc modulator: 1%; ELG1 genotox: 0%; BRCA1 expr up: -2%; Gal4-VP16 FLuc: 26%; NPC1 prom act: -6%; RORgamma inh: -2%; uPA generation: 1%; MBNL1 CUG block: -13%

What do the screens show for `CCOC(=O)c1cnn2cc(-c3[nH]ncc3[N+](=O)[O-])cnc12`?
Rab9 prom act: -4%; p53 reactivator: 22%; FLuc modulator: -19%; ELG1 genotox: 6%; BRCA1 expr up: 34%; Gal4-VP16 FLuc: 18%; NPC1 prom act: 1%; RORgamma inh: 11%; uPA generation: -4%; MBNL1 CUG block: inconclusive

How did Cc1cc(C)n2nc(SCC(=O)N/N=C/c3ccccc3F)nc2n1 do in these assays?
Rab9 prom act: -4%; p53 reactivator: -2%; FLuc modulator: -1%; ELG1 genotox: -1%; BRCA1 expr up: 0%; Gal4-VP16 FLuc: -7%; NPC1 prom act: 1%; RORgamma inh: 0%; uPA generation: 3%; MBNL1 CUG block: 2%

How did O=C(CSCc1ccc(Cl)cc1)Nc1ccc2c(c1)OCCO2 do in these assays?
Rab9 prom act: 10%; p53 reactivator: 9%; FLuc modulator: 24µM*; ELG1 genotox: 13%; BRCA1 expr up: 52%; Gal4-VP16 FLuc: -5%; NPC1 prom act: 19%; RORgamma inh: 31%; uPA generation: -1%; MBNL1 CUG block: 5%

How did O=C(c1ccc([N+](=O)[O-])o1)N1CCN(c2nc3c(Cl)cccc3s2)CC1 do in these assays?
Rab9 prom act: 17%; p53 reactivator: 4%; FLuc modulator: -4%; ELG1 genotox: -4%; BRCA1 expr up: -92%; NPC1 prom act: -6%; uPA generation: -9%

What do the screens show for `COc1cccc(C(=O)NCC(c2cccnc2)N2CCN(c3ccccc3OC)CC2)c1` (stereo not given)?
Rab9 prom act: -15%; p53 reactivator: 6%; FLuc modulator: -1%; ELG1 genotox: -3%; BRCA1 expr up: -30%; Gal4-VP16 FLuc: inconclusive; NPC1 prom act: -14%; RORgamma inh: 25%; uPA generation: -13%; MBNL1 CUG block: 6%

What do the screens show for `COc1ccc(N2C(=O)c3ccccc3NC2c2ccc(OC)c(Cn3nnc4ccccc43)c2)cc1` (stereo not given)?
Rab9 prom act: inconclusive; p53 reactivator: inconclusive; FLuc modulator: 1%; ELG1 genotox: 13%; BRCA1 expr up: 81%; Gal4-VP16 FLuc: -8%; NPC1 prom act: inconclusive; RORgamma inh: 40%; uPA generation: 0%; MBNL1 CUG block: -3%

How did CC1=C/C(=C/N(C)c2ccccc2)C(=O)S1 do in these assays?
Rab9 prom act: 6%; p53 reactivator: inconclusive; FLuc modulator: -14%; ELG1 genotox: inconclusive; BRCA1 expr up: 0%; Gal4-VP16 FLuc: 21%; NPC1 prom act: 5%; RORgamma inh: 5%; uPA generation: 3%; MBNL1 CUG block: 24%

Results for CCOn1c(=O)c(-c2cc(OC)ccc2OC)[n+]([O-])c2ccccc21 ?
Rab9 prom act: 3%; FLuc modulator: -1%; ELG1 genotox: -4%; BRCA1 expr up: -1%; Gal4-VP16 FLuc: 0%; NPC1 prom act: -3%; RORgamma inh: -1%; uPA generation: -7%; MBNL1 CUG block: inconclusive

What do the screens show for `COCCNC(=S)N1CCN(c2nc(-c3ccc(F)cc3)cs2)CC1`?
Rab9 prom act: 3%; p53 reactivator: -3%; FLuc modulator: inconclusive; ELG1 genotox: -14%; BRCA1 expr up: 0%; Gal4-VP16 FLuc: 12%; NPC1 prom act: 7%; RORgamma inh: 1%; uPA generation: 5%; MBNL1 CUG block: 0%

Results for O=C(CC1C(=O)NCCN1CC(c1ccccc1)c1ccccc1)NC1CC1 (stereo not given) ?
Rab9 prom act: 2%; p53 reactivator: 3%; FLuc modulator: 1%; ELG1 genotox: 2%; BRCA1 expr up: -11%; Gal4-VP16 FLuc: -8%; NPC1 prom act: 1%; RORgamma inh: 3%; uPA generation: 1%; MBNL1 CUG block: 2%

What do the screens show for `Fc1ccc(CO/N=C/C2=C(Cl)c3ccccc3CC2)cc1`?
Rab9 prom act: 9%; p53 reactivator: 16%; FLuc modulator: inconclusive; ELG1 genotox: 2%; BRCA1 expr up: 61%; Gal4-VP16 FLuc: -3%; NPC1 prom act: 1%; RORgamma inh: 0%; uPA generation: 0%; MBNL1 CUG block: 4%

How did Cc1ccc(C)c(NC(=O)NCCN2CCCCC2)c1 do in these assays?
Rab9 prom act: 1%; p53 reactivator: inconclusive; FLuc modulator: 4%; ELG1 genotox: -9%; BRCA1 expr up: 0%; Gal4-VP16 FLuc: -4%; NPC1 prom act: -4%; RORgamma inh: -7%; uPA generation: 5%; MBNL1 CUG block: -4%

Results for COc1ccc(C(=O)CCC(=O)Nc2cccnc2)cc1 ?
Rab9 prom act: -5%; p53 reactivator: -1%; FLuc modulator: 3%; ELG1 genotox: -1%; BRCA1 expr up: 0%; Gal4-VP16 FLuc: 6%; NPC1 prom act: 0%; RORgamma inh: 3%; uPA generation: -2%; MBNL1 CUG block: 4%

What do the screens show for `CCN(CC(=O)Nc1ccc(OC)cc1)C(=O)COc1cccc2c1OC(C)(C)C2`?
Rab9 prom act: 1%; p53 reactivator: -1%; FLuc modulator: -2%; ELG1 genotox: 2%; BRCA1 expr up: 5%; NPC1 prom act: -4%; uPA generation: 2%

What do the screens show for `O=C(NCC(c1ccco1)N1CCCCC1)c1cccs1` (stereo not given)?
p53 reactivator: 0%; ELG1 genotox: -1%; BRCA1 expr up: -10%; uPA generation: 5%

What do the screens show for `CCOC(=O)C1(Cc2ccccc2C)CCCN(C(=O)c2ccc(CSC)o2)C1` (stereo not given)?
Rab9 prom act: -1%; p53 reactivator: -15%; FLuc modulator: -3%; ELG1 genotox: -5%; BRCA1 expr up: -7%; Gal4-VP16 FLuc: -16%; NPC1 prom act: -1%; RORgamma inh: -15%; uPA generation: 4%; MBNL1 CUG block: 1%

How did COc1cccc(-c2c(C(=O)N/N=C/c3ccoc3)nnn2-c2nonc2N)c1 do in these assays?
Rab9 prom act: 1%; p53 reactivator: -4%; FLuc modulator: -1%; ELG1 genotox: 3%; BRCA1 expr up: -3%; Gal4-VP16 FLuc: inconclusive; NPC1 prom act: -3%; RORgamma inh: 13µM*; uPA generation: 3%; MBNL1 CUG block: -4%

What do the screens show for `C=CCn1c(SCc2ccc(C#N)cc2)nnc1-c1cccc(Cl)c1`?
Rab9 prom act: -7%; p53 reactivator: -11%; FLuc modulator: 2%; ELG1 genotox: -11%; BRCA1 expr up: -52%; Gal4-VP16 FLuc: 3%; NPC1 prom act: -4%; RORgamma inh: -15%; uPA generation: 3%; MBNL1 CUG block: 1%

How did O=C(Cn1cnc(S(=O)(=O)N2CCCC2)c1)Nc1ccc(OC(F)(F)F)cc1 do in these assays?
Rab9 prom act: 2%; p53 reactivator: -1%; FLuc modulator: 4%&0%; ELG1 genotox: 0%; BRCA1 expr up: 0%&2%; Gal4-VP16 FLuc: 1%; NPC1 prom act: 1%; RORgamma inh: 1%; uPA generation: -5%; MBNL1 CUG block: -6%

How did Cc1ccc(C(=O)OCC(=O)N(C)c2ccccc2)c(C)c1 do in these assays?
Rab9 prom act: 0%; p53 reactivator: -5%; FLuc modulator: 3%; ELG1 genotox: 6%; BRCA1 expr up: 12%; Gal4-VP16 FLuc: -3%; NPC1 prom act: -1%; RORgamma inh: -5%; uPA generation: 1%; MBNL1 CUG block: -1%

What do the screens show for `CCOC(=O)C(C)Oc1ccc(=O)n(-c2ccccc2)n1` (stereo not given)?
Rab9 prom act: -5%; p53 reactivator: -3%; FLuc modulator: -1%; ELG1 genotox: -1%; BRCA1 expr up: 6%; Gal4-VP16 FLuc: 18%; NPC1 prom act: -1%; RORgamma inh: 14%; MBNL1 CUG block: 6%

What do the screens show for `CCn1c(SCC(=O)NC2=NCCS2)nnc1C(C)NC(=O)c1ccc(Cl)cc1` (stereo not given)?
Rab9 prom act: 4%; p53 reactivator: 1%; FLuc modulator: 1%; ELG1 genotox: 5%; BRCA1 expr up: 7%; Gal4-VP16 FLuc: -2%; NPC1 prom act: -2%; RORgamma inh: -14%; uPA generation: 0%; MBNL1 CUG block: -1%

Results for Cc1ccccc1C(=O)OC(C)CN1CCOCC1 (stereo not given) ?
Rab9 prom act: 1%; p53 reactivator: 7%; FLuc modulator: -2%; ELG1 genotox: 3%; BRCA1 expr up: 7%; Gal4-VP16 FLuc: -12%; NPC1 prom act: 0%; RORgamma inh: 20%; uPA generation: 18%; MBNL1 CUG block: 14%

What do the screens show for `CSCc1ccc(C(=O)NC(C)c2cnn(-c3ccccn3)c2C)o1` (stereo not given)?
Rab9 prom act: 16%; p53 reactivator: 7%; FLuc modulator: -24%; ELG1 genotox: 4%; BRCA1 expr up: 2%; Gal4-VP16 FLuc: 3%; NPC1 prom act: 0%; RORgamma inh: 4%; uPA generation: -13%; MBNL1 CUG block: -1%
